Ecoli viability: counter-screen for AddAB inhibitors: E. coli growth inhibition | E. coli V3065 growth, OD600 absorbance, 18 h | 330,000 tested, 0.27% active | inhibition, % at 11.9 µM;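 active = inhibition above the campaign's mean inhibition across all tested compounds plus 3 SD, cut at about 9.9% in these data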;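 note: uninfected addAB+ strain grown without phage in ampicillin broth; 0% = DMSO wells and 100% = ciprofloxacin 0.95 µg/ml wells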
HTR5A inv ctr: counter-screen for OPRM1-OPRD1 inverse agonists: human HTR5A inverse agonism. P47898. HTR5A cell line, luminescence. inhibition, % at 9.3 µM. 340,000 tested, 0.083% active; in the data active = inhibition mostly above about 23%, no sharp cut-off; inactive = mostly below about 18%;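 note: 0% = cells with DMSO and 100% = no-cell wells with DMSO; some compounds called inactive have numbers as strong as hits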
PfHsp90 yeast 2: reduces growth (ATP signal) of yeast expressing P. falciparum Hsp90 | inhibition, % at 9.4 µM | S. cerevisiae expressing PfHsp90, BacTiter-Glo ATP, 48 h; yeast lacking PDR1 and PDR3 efflux regulators | 310,000 tested, 0.32% active | AID 504621;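 active = every replicate shows inhibition above about 80%, whatever the replicate mean, limit read from the data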;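 note: 0% = DMSO neutral controls and 100% = 20 µM radicicol positive controls; yeast relying on Plasmodium falciparum Hsp90 in place of its own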
OPRM1-OPRD1 inv: inverse agonist of human OPRM1-OPRD1 heterodimerization; P35372+P41143; cell-based MOR-DOR heterodimer luminescence, inverse agonism; inhibition, % at 9.3 µM; 340,000 tested, 0.21% active; AID 504357; in the data active = inhibition above about 22%, passing the limit was not always enough;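 note: 0% = cells with DMSO and 100% = wells without cells with DMSO; values of inactives mirror those of a sister screen read the other way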
Target sequence (P35372 whole entry, looked up): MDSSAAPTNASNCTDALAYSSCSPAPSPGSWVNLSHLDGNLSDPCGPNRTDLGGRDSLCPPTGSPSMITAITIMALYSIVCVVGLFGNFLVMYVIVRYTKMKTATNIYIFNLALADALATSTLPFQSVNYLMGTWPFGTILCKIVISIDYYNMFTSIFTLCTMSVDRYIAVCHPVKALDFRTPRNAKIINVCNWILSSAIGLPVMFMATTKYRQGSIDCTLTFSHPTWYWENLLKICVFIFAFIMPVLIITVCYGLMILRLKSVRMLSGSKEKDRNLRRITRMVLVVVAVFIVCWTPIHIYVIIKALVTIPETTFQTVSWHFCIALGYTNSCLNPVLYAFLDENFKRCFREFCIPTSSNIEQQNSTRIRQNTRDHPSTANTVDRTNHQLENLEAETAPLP
Target sequence (P41143 whole entry, looked up): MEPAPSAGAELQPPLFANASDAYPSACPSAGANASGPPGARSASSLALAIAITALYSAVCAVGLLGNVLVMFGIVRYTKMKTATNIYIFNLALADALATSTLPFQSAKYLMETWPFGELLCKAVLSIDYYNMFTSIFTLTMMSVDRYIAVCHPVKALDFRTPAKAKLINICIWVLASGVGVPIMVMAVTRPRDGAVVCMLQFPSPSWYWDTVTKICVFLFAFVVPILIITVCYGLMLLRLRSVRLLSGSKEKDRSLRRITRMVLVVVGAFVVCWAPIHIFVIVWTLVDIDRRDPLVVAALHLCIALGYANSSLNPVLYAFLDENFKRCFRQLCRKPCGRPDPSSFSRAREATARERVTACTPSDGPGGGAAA
Pemphigus Ab inh: human desmoglein-3 autoantibody binding inhibition; DSG3-coupled beads, scFv-anti-DSG3-GFP binding, flow cytometry; stronger effect = lower value; binding (percent of control), % at 10 µM; 310,000 tested, 0.48% active;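 active = binding more than 3 SD below its plate's average and above zero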;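 note: hits lower antibody fragment binding to DSG3; some compounds called inactive have numbers as strong as hits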
SUMO Mot1 rescue: inhibitors of SUMOylation pathway: yeast Mot1-301 growth rescue; 320,000 tested, 1% active; growth rescue, % at 18.8 µM; S. cerevisiae Mot1-301 growth rescue, ATP luminescence, 38.5C; percent above DMSO median, 100 means doubled; AID 2716;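 active = every valid replicate shows activation above 250% relative to neutral control wells; inactive = the rest, any valid replicate at or below 250%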;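 note: OY570 slx delta 5 strain wells were the positive control but not used for scaling; some compounds called inactive have numbers as strong as hits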
MOR-DOR ag: agonists of human mu-delta opioid receptor heterodimerization | activation, % at 9.3 µM | 340,000 tested, 0.3% active | cells, OPRM1-OPRD1 heterodimerization, luminescence | AID 504326; in the data active = activation above about 18%;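 note: 0% = vehicle-treated cells and 100% = reference agonist; values of inactives mirror those of a sister screen read the other way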
AddAB inh: less growth of phage-infected E. coli with AddAB; E. coli expressing H. pylori AddAB, absorbance growth; inhibition, % at 11.9 µM; 330,000 tested, 0.29% active; in the data active = inhibition above about 12%;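 note: 0% = vehicle wells of infected cells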
PKA-R1A act: PKA-R1A complex activation | activation, % at 11.4 µM | P00514+P68181 | PKA-R1A dissociation, Cy5-IP20 fluorescence polarization; scaled: DMSO 0%, 113 µM cGMP 100% | AID 504707 | 340,000 tested, 0.083% active;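 active = percent activation above the mean of all tested compounds plus 3 SD, cut at about 19% in these data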;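 note: higher means more PKAc released from R1A so a rise in polarization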
HTR5A ag: counter-screen for OPRM1-OPRD1 agonists: human HTR5A agonism. P47898. HTR5A agonist assay, luminescence, cell-based. activation, % at 9.3 µM. 340,000 tested, 0.61% active. AID 504692; in the data active = activation mostly above about 9.5%, no sharp cut-off; inactive = mostly below about 7.6%;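 note: 0% = cells with vehicle only and 100% = reference agonist; strong numbers were not always called active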
phage Ecoli inh: E. coli growth loss with phage present; growth absorbance; inhibition, % at 11.9 µM; 360,000 tested, 0.26% active; AID 651602; in the data active = inhibition above about 11%
Numbers without * were called inactive; . = no result given.

SMILES,Ecoli viability,HTR5A inv ctr,PfHsp90 yeast 2,OPRM1-OPRD1 inv,Pemphigus Ab inh,SUMO Mot1 rescue,MOR-DOR ag,AddAB inh,PKA-R1A act,HTR5A ag,phage Ecoli inh
Cc1c(NC(=O)C2CCN(S(=O)(=O)c3ccc(Cl)cc3)CC2)c(=O)n(-c2ccccc2)n1C,2.4,0,-5,15,104,12,-2.8,0.8,-8,0,2.0
COc1ccc(Cl)cc1NC(=O)Nc1ccc(C(=O)N2CCOCC2)cc1,-2.6,-1,7,9,116,-7,-1.6,0.9,0,2,0.8
O=C(CCN1C(=O)/C(=C/c2ccccc2Cl)SC1=S)Nc1cccnc1,-1.9,-25,5,-39,97,104,7.3,1.8,-4,6,3.5
O=C(Nc1ccc(C2=CN(Cc3ccccc3)CCC2=O)cc1)OCc1ccccc1,1.1,13,3,5,99,-22,-0.9,0.2,-2,2,0.5
CC1CN(c2ccc([N+](=O)[O-])c(NCCOc3ccccc3)c2)CC(C)N1 (configuration not stated),0.6,13,2,-3,126,4,0.7,0.5,-2,-3,0.5
CCOc1ccc(NC(=O)CSc2nnnn2CC(=O)O)cc1,1.2,-2,-1,12,106,-12,-2.3,1.0,-1,1,2.4
COc1ccc(C(C)(C)C)cc1NC(=O)c1ccc[n+]([O-])c1,1.3,-1,-1,14,110,6,-2.6,2.3,-7,0,3.1
CC1(C)CC(NC(=O)COc2ccc3ccc(=O)oc3c2)CC(C)(C)N1,-0.9,8,17,9,100,-12,-1.7,-0.1,-5,-1,1.0
COc1ccc(NC(=O)NCc2ccccn2)cc1,-1.0,-9,-5,19,100,333,-3.2,2.7,-13,-3,1.7
CCN(CC)CCCNc1oc(-c2ccccc2[N+](=O)[O-])nc1C#N,-1.8,18,-2,7,103,-13,-1.2,1.5,-4,5,2.4
COc1ccc2ccccc2c1CN1CCN(C(=O)c2ccccc2)CC1,1.1,0,-18,-9,111,19,2.2,2.4,2,0,3.0
CC(C)CN(C(=O)Cn1c(Cl)nc2c1c(=O)n(C)c(=O)n2C)C1CCS(=O)(=O)C1 (configuration not stated),2.2,.,1,.,107,12,.,0.5,-5,.,1.9
Clc1cccc(CSc2nnc(-c3ccccn3)n2Cc2ccco2)c1,-2.4,4,.,-4,108,467,0.8,1.1,-3,-4,4.0
COc1ccc(-c2cc(-c3nnc(-c4ccncc4)o3)c3ccccc3n2)cc1,-1.7,-2,0,9,101,-14,-1.8,0.7,11,1,0.1
O=C(c1cccc(Cl)c1)N(Cc1ccco1)C1CCS(=O)(=O)C1 (configuration not stated),1.3,-37,10,6,108,-11,-1.0,1.4,3,12,1.2
COc1ccc(-c2cccc(C(=O)NCC(=O)O)c2)cc1,1.0,2,19,-17,104,-4,3.1,0.8,-5,4,4.2
CC(C)NC(=O)CN(CCc1ccccc1)S(C)(=O)=O,0.7,-16,-19,12,98,-14,-2.1,-0.9,1,-1,-1.1
Cc1c(/C(O)=C2/C(=O)C(=O)N(CCN3CCOCC3)C2c2cccs2)cnn1-c1ccccc1 (configuration not stated),-2.1,-2,5,12,116,-1,-2.8,5.0,13,-2,1.8
CCOc1ccc(NC(=O)CCCCCN2C(=O)[C@@H]3Cc4ccccc4CN3C2=O)cc1,-0.9,11,20,8,84,11,-1.4,3.6,5,1,1.9
CC(OC(=O)CCN1C(=O)C2CC=CCC2C1=O)C(=O)c1ccc(F)cc1 (configuration not stated),1.4,-1,12,-1,.,-7,0.3,-1.6,2,0,1.1
CCOC(=O)c1[nH]c(C)c(C(=O)OCC(=O)N(C)C2CCS(=O)(=O)C2)c1C (configuration not stated),-0.8,-5,29,-13,101,-16,2.3,-0.2,2,2,2.2
CCOc1ccc(C(=O)NCCc2ccccc2)cc1,1.9,-15,-2,-1,118,-18,0.1,4.2,-14,0,4.9
CCOc1ccc(NC(=O)c2ccccc2CO)cc1,1.8,16,-12,7,102,135,-1.3,-0.8,-16,-4,-0.5
Cc1cc(/C=C(/C#N)C(=O)Nc2ccccc2)c(C)n1-c1cccnc1,0.7,-16,11,-11,101,-5,1.9,-1.1,8,-4,2.6
O=C(CCS(=O)(=O)c1ccc(F)cc1)Nc1nc(-c2ccncc2)cs1,1.3,-15,5,2,98,316,-0.3,-0.1,5,-1,2.6
O=C1C(=O)N2C(=C1C(=O)N1CCCCCC1)c1ccccc1CC21CCCC1,-0.8,-9,-6,8,109,-17,-1.6,3.3,8,-3,4.0
CC1CCc2c(sc(/N=C/c3ccco3)c2C(N)=O)C1 (configuration not stated),-1.7,-1,-10,14,99,-3,-2.8,-0.1,-13,-2,3.9
Cc1[nH][nH]c(=O)c1C(c1ccc(-c2cccc(Cl)c2)o1)c1c(C)[nH][nH]c1=O,-2.5,16,11,4,89,-16,-0.7,0.0,-17,-2,.
COc1cc2c(cc1OC)C1(CCCC1)CNC2c1ccc([N+](=O)[O-])cc1 (configuration not stated),1.6,20,-6,-12,114,-10,2.3,-0.1,0,-8,1.1
N#Cc1ncccc1CCc1cccc(Cl)c1,-2.1,9,0,7,109,16,-1.2,-0.1,6,6,2.8

Whole records from above.
Shown for COc1ccc(NC(=O)NCc2ccccn2)cc1 = Ecoli viability = -1.0; HTR5A inv ctr = -9; PfHsp90 yeast 2 = -5; OPRM1-OPRD1 inv = 19; Pemphigus Ab inh = 100; SUMO Mot1 rescue = 333; MOR-DOR ag = -3.2; AddAB inh = 2.7; PKA-R1A act = -13; HTR5A ag = -3; phage Ecoli inh = 1.7
Shown for CC(OC(=O)CCN1C(=O)C2CC=CCC2C1=O)C(=O)c1ccc(F)cc1 (configuration not stated) = Ecoli viability = 1.4; HTR5A inv ctr = -1; PfHsp90 yeast 2 = 12; OPRM1-OPRD1 inv = -1; Pemphigus Ab inh = .; SUMO Mot1 rescue = -7; MOR-DOR ag = 0.3; AddAB inh = -1.6; PKA-R1A act = 2; HTR5A ag = 0; phage Ecoli inh = 1.1

The list goes on.
SMILES,Ecoli viability,HTR5A inv ctr,PfHsp90 yeast 2,OPRM1-OPRD1 inv,Pemphigus Ab inh,SUMO Mot1 rescue,MOR-DOR ag,AddAB inh,PKA-R1A act,HTR5A ag,phage Ecoli inh
Brc1ccc(OCCn2ccnc2)cc1,3.5,18,31,4,98,208,-0.6,4.5,-14,-7,0.9
COc1ccc2c(c1OC)C(=O)N(c1ncn[nH]1)C2,-0.6,-5,12,-3,95,.,0.6,1.5,-8,-5,0.6
Cc1ccccc1-n1c(=O)cc(NCC2CCCO2)[nH]c1=O (configuration not stated),-0.7,11,-19,6,107,-18,-1.0,0.5,-17,1,0.8
Cc1c(OC(=O)CNC(=O)OC(C)(C)C)ccc2c3c(c(=O)oc12)CCC3,-1.2,1,4,-7,.,64,1.3,0.6,-19,2,2.2
NC(=O)C1CCN(C(=O)COc2ccc(S(=O)(=O)NCc3ccccc3)cc2Cl)CC1,0.2,14,-120,9,122,7,-1.7,2.0,0,3,0.9
O=C(Nc1ccc(Cl)c(Cl)c1)Nn1cnnc1,.,-17,18,-2,98,51,0.4,.,-1,-3,1.6
O=c1[nH]nc(Cc2ccc(Cl)cc2)c2ccccc12,-0.1,-3,8,15,103,39,-2.5,-0.5,9,-2,0.8
CCC1(CC)NC(=O)N(CC(=O)OC(C)C(=O)Nc2ccccc2OC)C1=O (configuration not stated),-2.5,-8,6,10,88,1,-1.9,3.8,-1,-4,1.2
O=C1Nc2cc3c(cc2Sc2ccccc21)OCCO3,-0.3,6,4,9,102,2,-1.7,-0.3,-12,-2,3.9
CC1=NC(=O)C(N=Nc2cccc(C(=O)O)c2)N1c1ccccc1 (configuration not stated),1.9,1,-3,21,94,-12,-3.8,2.1,-2,3,0.4
CCCN(CC(=O)Nc1ccc(F)c(F)c1F)C(=O)Cc1ccc(OC)c(S(=O)(=O)N2CCOCC2)c1,.,-3,5,8,108,.,-2.0,.,5,-2,0.6
COc1cccc(-c2nc(CS(=O)(=O)CC(=O)Nc3cc(C)ccc3C)c(C)o2)c1,-0.3,-3,-11,6,93,0,-0.9,-1.1,3,1,0.8
O=C(/C=C/c1cccc(Cl)c1)Nn1c(-c2cccs2)nc2ccccc2c1=O,-0.6,2,14,-19,109,7,2.7,0.2,-7,-1,5.0
COc1ccc(S(=O)(=O)N(C)C)cc1NC(=O)c1ccc(OCC(=O)N2CCOCC2)c(OC)c1,2.1,-13,.,-1,101,360,0.1,1.1,-1,3,0.7
CCNc1nc(NCC)n2c(SCC(=O)Nc3ccc(OC)c(OC)c3)nnc2n1,-0.2,7,-2,3,72,4,-0.4,6.4,-13,-3,0.4
Cc1ncsc1CCOC(=O)c1ccc(Cl)cc1,-0.3,0,9,11,114,106,-2.2,3.6,3,-1,2.0
COc1ccc(C(NC(=O)C2C3C=CC(C3)C2C(=O)O)c2ccccc2)cc1 (configuration not stated),-0.9,-9,26,-11,107,4,2.4,4.1,5,-3,3.4
CCC1=NN2C(=N)/C(=C/c3ccc(OS(=O)(=O)c4ccccc4)cc3)C(=O)N=C2S1,-2.6,-5,-5,14,104,-7,-2.8,0.2,22*,-4,.
Cc1ccc(S(=O)(=O)N2CCCCC2)cc1NC(=O)CCc1nc2ccccc2c(=O)[nH]1,1.1,-3,-12,10,99,47,-1.9,0.0,3,1,3.1
NC(=O)CSc1nc2ccc([N+](=O)[O-])cc2[nH]1,-3.5,6,7,9,100,0,-2.0,1.0,6,-2,0.8
O=C(NCC1CCCO1)c1ccccc1-c1nc(-c2ccc(F)cc2)no1 (configuration not stated),-0.6,1,-28,4,106,687,-0.7,1.6,0,0,1.6
COc1ccc(C(=O)/C=C/c2ccc(OC3CSC3)cc2)cc1OC,2.5,-30,10,4,104,14,-0.6,1.0,4,-2,0.3
CCCCC(=O)OCc1nc(N)nc(Nc2ccccc2C)n1,1.3,-3,8,-14,107,-6,2.0,0.7,-7,-2,3.9
O=C(CC1c2ccccc2Oc2ccccc21)N1CCN(c2ccccn2)CC1,-1.6,3,-69,1,104,-5,-0.2,1.6,5,-2,2.0
O=C(NC1CCCCC1)C(c1ccc(F)cc1)N(C(=O)c1csnn1)C1CCCC1 (configuration not stated),-1.1,17,-17,16,101,-5,-2.6,1.0,12,-7,1.3
CCN(CC)CCCNC(=O)c1cc2nc3c(c(C(F)(F)F)n2n1)CCc1ccccc1-3,-1.7,25,-8,7,96,-7,-1.4,-1.6,4,5,2.1
CC1CCc2c(sc(NC(=O)c3ccc(-c4ccccc4[N+](=O)[O-])o3)c2C#N)C1 (configuration not stated),1.1,16,5,6,99,-3,-1.1,3.2,-8,2,0.1
CC(C)(C)SCCNC(=O)CN(c1ccccc1)S(=O)(=O)c1ccc(F)cc1,-1.6,-1,-71,1,5.2*,-8,-0.2,-0.5,-5,0,2.8
CC(=O)Nc1ccc(NC(=O)CCSCCc2ccccn2)cc1,0.2,-18,-11,12,99,5,-2.2,1.3,-9,4,3.8
N#CCSc1nc(-c2ccccc2)nc2ccccc12,-2.5,-9,-12,-23,107,-1,4.5,0.5,1,-5,4.0
O=C1C=C(Nc2ccccc2O)c2ccccc2C1=O,-4.6,16,-1,-44,94,-4,8.0,2.6,15,-2,2.1
